ssDAF-12 act: S. stercoralis DAF-12 activation, primary screen. HEK293 ssDAF-12/GRIP1 lit1-tk-luc reporter, luminescence; % of 3 µM dafachronic acid response. activation, % at 6.8 µM. actives 1% (n = 370,000). AID 652126;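 active = activation above the mean over all tested compounds plus 3 SD, cut at about 0.9% in these data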;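 note: 0% = DMSO-only wells and 100% = 3 µM delta7-dafachronic acid wells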
SMARCA2 activ: increases SMARCA2 function in MMTV reporter cells; MG213 cells, MMTV-luciferase reporter, dexamethasone, overnight; activation, % at 9.1 µM; actives 1% (n = 370,000); in the data active = activation above about 7.8%;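 note: 0% = vehicle wells and 100% = reference activator wells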
NPR2 activator: GC-B (human) receptor activation; P20594; HEK293-GC-B cells, CNP EC30, cGMP TR-FRET; 0% at EC30 CNP, 100% saturating CNP; AID 1920062; activation, % at 10 µM; actives 0.11% (n = 370,000);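 active = activation at 10 µM reaching about 35% in either raw or pattern-adjusted values, limit read from the data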
hcDAF12 agonist: H. contortus DAF-12 activation, primary screen; HEK293 hcDAF-12 lit1-tk-luc reporter, luminescence; 0% DMSO, 100% Δ7-dafachronic acid; activation, % at 6.8 µM; actives 1.4% (n = 370,000);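 active = activation above the mean of all tested compounds plus 3 SD, cut at about 5.5% in these data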;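 note: 100% = response to 3 µM Δ7-dafachronic acid high control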
FXN GAA850 act: increases GAA850 frataxin promoter reporter activity; HEK293 lucGAA850 FXN promoter luciferase reporter, 24 h; percent of 10 µM SAHA response; activation, % at 6 µM; actives 0.56% (n = 360,000); AID 540364;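 active = activation above the average of all compounds screened plus 3 SD, cutoff fixed separately per campaign, cut at about 7.5% in these data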;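 note: 0% = DMSO wells and 100% = 10 µM SAHA wells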
DAX1 inh-1: inhibitors of DAX1 repression of SF-1 activated StAR promoter. HEK293T StAR-luciferase reporter, SF-1/DAX-1 repression relief. inhibition, % at 6.8 µM. AID 652010. actives 1.1% (n = 370,000);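 active = inhibition above the mean over all tested compounds plus 3 SD, cut at about 3.6% in these data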;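 note: 0% = DAX-1 cells with DMSO and 100% = cells lacking DAX-1 with DMSO; higher inhibition means more luminescence from relief of DAX-1 repression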
ADAM10 inh: ADAM10 inhibition, QFRET primary screen. recombinant ADAM10, EDANS/DABCYL FRET peptide cleavage, 3 h. inhibition, % at 7 µM. actives 0.62% (n = 370,000). AID 720582;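 active = inhibition above a per-campaign cutoff equal to the mean of compounds falling between control-based bounds plus 3 SD, cut at about 20% in these data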;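 note: 0% = DMSO wells while the 100% control is not disclosed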
hgDAF12 agonist: agonists of H. glycines DAF-12 nuclear receptor. HEK293 GAL4-hgDAF12 UAS-luciferase reporter, agonist luminescence; normalized to butyrate control. activation, % at 6.8 µM. actives 1.8% (n = 370,000);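 active = activation above a cutoff set at the mean of all screened compounds plus 3 SD, cut at about 10% in these data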;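 note: 0% = DMSO wells and 100% = sodium butyrate wells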
sPLA2-III inh: Inhibits HGIII-sPLA2 liposome hydrolysis, primary screen | AID 743126 | inhibition, % at 12.2 µM | actives 0.56% (n = 370,000) | QFRET BODIPY PC-A2 liposome hydrolysis, fluorescence;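 active = inhibition above mean plus 3 SD of compounds lying within the high and low control bounds, cut at about 19% in these data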;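 note: 0% = median of test compound wells and 100% = no enzyme DMSO wells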
Target sequence (Q9NZ20 whole entry, looked up): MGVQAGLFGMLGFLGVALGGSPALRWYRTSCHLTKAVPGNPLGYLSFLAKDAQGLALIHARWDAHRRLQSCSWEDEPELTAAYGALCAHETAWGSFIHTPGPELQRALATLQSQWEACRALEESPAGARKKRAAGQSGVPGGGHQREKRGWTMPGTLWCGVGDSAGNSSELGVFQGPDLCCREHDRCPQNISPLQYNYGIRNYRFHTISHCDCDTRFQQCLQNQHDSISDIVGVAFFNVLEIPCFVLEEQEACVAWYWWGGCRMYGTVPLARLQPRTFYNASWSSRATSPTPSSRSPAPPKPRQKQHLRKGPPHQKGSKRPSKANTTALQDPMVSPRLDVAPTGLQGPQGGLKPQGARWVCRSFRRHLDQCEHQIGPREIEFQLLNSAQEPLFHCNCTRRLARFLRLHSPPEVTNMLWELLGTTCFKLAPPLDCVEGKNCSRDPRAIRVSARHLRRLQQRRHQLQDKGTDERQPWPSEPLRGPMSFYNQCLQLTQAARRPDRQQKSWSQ
DAX1 inh-2: inhibitors of human orphan nuclear receptor DAX1 (NR0B1) | P51843 | HEK293 Gal4-DAX1 luciferase reporter, luminescence | inhibition, % at 6.75 µM | actives 0.99% (n = 340,000) | AID 504766;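 active = inhibition above the mean over all tested compounds plus 3 SD, cut at about 4.2% in these data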;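 note: 0% = DAX1-transfected cells with DMSO and 100% = empty-vector control cells with DMSO; inhibition shows as a rise in luminescence from relieved DAX1 repression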
Target sequence (P51843 207-470 limits assumed): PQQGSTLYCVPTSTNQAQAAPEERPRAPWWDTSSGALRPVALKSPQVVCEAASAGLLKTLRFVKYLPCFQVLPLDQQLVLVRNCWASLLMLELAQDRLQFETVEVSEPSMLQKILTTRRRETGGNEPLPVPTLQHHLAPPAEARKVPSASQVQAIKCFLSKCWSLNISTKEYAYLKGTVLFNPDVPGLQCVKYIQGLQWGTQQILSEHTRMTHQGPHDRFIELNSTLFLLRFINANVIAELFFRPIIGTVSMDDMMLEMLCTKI
NPR1 activator: GC-A (human) enzyme activation; HEK293 GC-A cells, cGMP TR-FRET, EC30 ANP; 0% at EC30 ANP, 100% saturating ANP; actives 0.14% (n = 370,000); activation, % at 10 µM; AID 1671463; P16066; in the data active = activation above about 40%
An asterisk follows results filed as active; . = no result given.

SMILES	ssDAF-12 act	SMARCA2 activ	NPR2 activator	hcDAF12 agonist	FXN GAA850 act	DAX1 inh-1	ADAM10 inh	hgDAF12 agonist	sPLA2-III inh	DAX1 inh-2	NPR1 activator
COc1ccccc1S(=O)(=O)NCc1ccc(C(=O)NC2CCC(O)CC2)cc1 (stereo not given)	-1.3	0	1	-0.1	0.2	0.1	0	2.7	-4	-0.7	3
CC1=C(C(=O)N2CCOCC2)CC(CC(=O)NC2CCCCC2)C(=O)N1Cc1ccccc1 (stereo not given)	-0.9	-4	1	-0.2	-0.6	0.1	-13	0.1	0	0.7	0
Cc1ccc(S(=O)(=O)NCC(=O)N2CCN(c3ccc(F)cc3)CC2)cc1	-1.0	-1	3	-0.1	0.7	0.1	8	-3.4	-9	0.0	-4
CCOc1ccc(NC(=O)c2ccccc2OCC(=O)c2ccc(C)cc2)cc1	-1.0	0	-3	-1.6	-0.6	0.0	-7	-0.8	-3	-0.1	-4
COc1ccc(C)cc1NC(=O)C1COc2ccccc2O1 (stereo not given)	-0.9	1	-9	3.1	5.3	4.2*	3	2.2	-1	-0.7	-26
NC(=O)COc1ccccc1C1=NO[C@@](CC(=O)O)(C(=O)Nc2ccc3c(c2)OCCO3)C1	-1.2	-3	4	-2.0	3.5	0.3	-5	-1.0	-4	0.5	1
O=C(O)CCC(=O)OCC1CCCCC1	-2.0	5	-2	-1.9	-0.3	-0.5	0	2.9	-1	0.3	3
CCc1noc(C)c1C(=O)Nc1nc(-c2ccc(OC)cc2OC)cs1	-1.2	-5	-2	-2.5	-1.8	-1.1	-6	-4.2	-1	-1.1	3
COC(=O)[C@@H]1N=C(c2ccc(OC)cc2)O[C@]12C(=O)N(Cc1cn(-c3ccccc3)nn1)c1cccc(Cl)c12	-1.4	-1	8	-2.5	.	-1.3	5	-2.4	-14	.	1
CC(=O)Nc1cccc(/C(C)=N/NC(=S)NC(C)C)c1	-2.3	-1	8	-1.0	3.6	-1.7	5	-0.2	4	-0.2	4
COc1cccc(NC(=O)C2(C)CCN2Cc2ccccc2OC(F)F)c1 (stereo not given)	-1.5	-5	-5	-1.4	3.5	-1.3	1	-1.2	3	.	3
Cc1nc2sc(C(c3ccccc3)N3CCC(O)CC3)c(O)n2n1 (stereo not given)	-1.1	-1	-2	-0.2	1.6	0.3	8	-2.0	8	1.0	2
NC(=O)CCn1c(=O)oc2ccccc21	-1.0	-3	1	-0.5	0.3	-0.5	-4	-1.5	-1	1.6	3
CCn1cnc2cc(NCc3ccncc3)ccc21	-1.1	-4	5	-2.5	-1.6	-0.3	-11	-0.3	8	0.0	1
NC(=O)CSc1nnc(Cn2c(=O)sc3ccccc32)n1CCc1ccccc1	-1.1	1	-3	-0.5	1.0	0.2	-12	-1.6	4	4.5*	-8

As a short view, 11 of the compounds above:
SMILES	ssDAF-12 act	SMARCA2 activ	NPR2 activator	hcDAF12 agonist	FXN GAA850 act	DAX1 inh-1	ADAM10 inh	hgDAF12 agonist	sPLA2-III inh	DAX1 inh-2	NPR1 activator
COc1ccc(C)cc1NC(=O)C1COc2ccccc2O1 (stereo not given)	-0.9	1	-9	3.1	5.3	4.2*	3	2.2	-1	-0.7	-26
NC(=O)COc1ccccc1C1=NO[C@@](CC(=O)O)(C(=O)Nc2ccc3c(c2)OCCO3)C1	-1.2	-3	4	-2.0	3.5	0.3	-5	-1.0	-4	0.5	1
O=C(O)CCC(=O)OCC1CCCCC1	-2.0	5	-2	-1.9	-0.3	-0.5	0	2.9	-1	0.3	3
CCc1noc(C)c1C(=O)Nc1nc(-c2ccc(OC)cc2OC)cs1	-1.2	-5	-2	-2.5	-1.8	-1.1	-6	-4.2	-1	-1.1	3
COC(=O)[C@@H]1N=C(c2ccc(OC)cc2)O[C@]12C(=O)N(Cc1cn(-c3ccccc3)nn1)c1cccc(Cl)c12	-1.4	-1	8	-2.5	.	-1.3	5	-2.4	-14	.	1
CC(=O)Nc1cccc(/C(C)=N/NC(=S)NC(C)C)c1	-2.3	-1	8	-1.0	3.6	-1.7	5	-0.2	4	-0.2	4
COc1cccc(NC(=O)C2(C)CCN2Cc2ccccc2OC(F)F)c1 (stereo not given)	-1.5	-5	-5	-1.4	3.5	-1.3	1	-1.2	3	.	3
Cc1nc2sc(C(c3ccccc3)N3CCC(O)CC3)c(O)n2n1 (stereo not given)	-1.1	-1	-2	-0.2	1.6	0.3	8	-2.0	8	1.0	2
NC(=O)CCn1c(=O)oc2ccccc21	-1.0	-3	1	-0.5	0.3	-0.5	-4	-1.5	-1	1.6	3
CCn1cnc2cc(NCc3ccncc3)ccc21	-1.1	-4	5	-2.5	-1.6	-0.3	-11	-0.3	8	0.0	1
NC(=O)CSc1nnc(Cn2c(=O)sc3ccccc32)n1CCc1ccccc1	-1.1	1	-3	-0.5	1.0	0.2	-12	-1.6	4	4.5*	-8

Following part.
SMILES	ssDAF-12 act	SMARCA2 activ	NPR2 activator	hcDAF12 agonist	FXN GAA850 act	DAX1 inh-1	ADAM10 inh	hgDAF12 agonist	sPLA2-III inh	DAX1 inh-2	NPR1 activator
O=C(C(=O)c1ccc(O)cc1)c1ccccc1	-0.6	0	1	-2.0	1.5	-0.3	3	-0.3	-6	-0.2	2
O=C(CC1N=C2c3ccccc3N=C(SCc3ccccc3Cl)N2C1=O)NCc1ccco1 (stereo not given)	-0.6	-4	.	-1.0	1.2	0.0	-116	-3.1	-13	1.8	.
NC(=O)C1CCN(c2nc(C3CC3)nc3c2nnn3Cc2ccccc2)CC1	-0.9	-2	18	-2.6	2.1	-0.6	2	1.5	-8	-0.8	16
CC(C)CN(C(=O)COC(=O)Cc1cccc2ccccc12)c1c(N)n(Cc2ccccc2)c(=O)[nH]c1=O	-1.0	2	4	-0.7	-1.6	1.3	0	-1.6	-13	0.8	-4
CC1CCCN(S(=O)(=O)c2cccc3nonc23)C1 (stereo not given)	-0.8	-1	-2	-2.8	-2.1	0.2	-9	-0.8	5	0.0	5
O=C(CSc1nnc(-c2cccnc2)n1-c1ccccc1)Nc1ccc2c(c1)OCCO2	-1.7	1	0	-3.2	.	-2.2	6	2.9	3	.	-3
Cc1ccccc1Nc1nc(N)nc(COC(=O)c2ccc3c(c2)OCCO3)n1	-1.2	-3	4	0.8	1.5	-0.1	-11	-0.6	-2	-0.1	-1
Cc1ccc(NC(=O)C(C)Sc2nnc3n2CCCCC3)cc1S(=O)(=O)N1CCOCC1 (stereo not given)	-1.2	-1	1	-0.9	-1.2	-0.4	-4	-0.6	4	0.5	5
CN(CC(=O)Nc1ccc(Cl)cc1)C(=O)c1sccc1-c1ccccc1	-0.7	-4	8	1.2	0.3	-2.0	0	-0.3	-11	-0.5	0
Cc1ccc(C(=O)CSc2nnc3n2CCCCC3)s1	-0.1	5	-2	1.7	5.4	3.5	-5	7.1	-17	1.6	2
C[C@@H]1ON(C)[C@H]2C[C@H]3c4cc(-c5ccccc5)ccc4CCN3C[C@@H]12	-0.4	0	-4	-0.1	.	-0.2	-32	-0.5	-1	.	3
O=C(NNC(=O)c1ccc(NC(=O)C2CC2)cc1)c1ccc(F)cc1	-1.5	-1	2	-0.5	-0.1	1.9	-16	2.5	6	0.8	0
Fc1ccc2c(c1)C(c1ccncc1)=NNC(c1ccccc1)=N2	-1.2	2	-8	-0.8	-0.6	-0.6	9	0.1	2	0.7	-9
Cc1cc2oc(=O)cc(CN(C)Cc3ccccc3)c2cc1C	0.2	4	-7	1.7	.	1.3	-16	4.8	3	.	-4
CCCSc1ccc(-c2nn(-c3ccccc3)cc2/C=C(/C#N)C(=O)N2CCOCC2)cc1	-1.9	-2	-3	-3.4	2.0	-1.0	-20	1.2	16	-0.6	2
Cc1ccc(C)c(NCC(=O)NNC(=S)Nc2ccccc2)c1	-1.7	-4	-4	-0.8	3.5	0.7	4	0.2	16	0.8	-2
CC(=O)Nc1ncc2c(n1)CC(c1ccco1)CC2=O (stereo not given)	-0.8	6	9	-1.8	-0.4	-0.1	2	1.6	7	1.2	-3
COC(=O)c1cc2c(c3c4cc(C)ccc4n(S(=O)(=O)c4cccc(C)c4)c13)C(=O)N(C)C2	-0.7	-4	-7	3.5	.	1.0	-9	1.8	6	.	-4
Nc1c(C(=O)Nc2ccc(F)cc2)nnn1-c1cccc(C(F)(F)F)c1	-0.6	-3	0	-0.7	2.2	0.1	-2	-2.5	-2	-1.5	-9
CC(C)(CNC(=O)c1ccc(S(=O)(=O)Nc2cccc(C(F)(F)F)c2)cc1)N1CCOCC1	-0.9	-1	1	0.6	0.2	-0.6	4	-0.3	-15	0.6	0
COc1cc(C(=O)NCc2nnc(SCC(=O)Nc3cc(C)on3)o2)cc(OC)c1OC	-1.5	-5	-4	1.4	0.8	0.1	-3	-0.7	10	0.5	-1
Cc1cc(Cl)ccc1OCC(=O)NCCOc1nc(N2CCCCC2)nc(N2CCOCC2)n1	-1.0	0	-13	-1.8	1.7	-0.1	4	2.4	-2	0.1	-19
COc1ccc(NS(=O)(=O)c2ccc(N3CCCCC3)c(N)c2)cc1	-1.8	-5	0	-3.7	-1.4	-6.0	-8	-3.9	-3	-1.2	1
O=C(NCC1CCCO1)c1ccc(NC(=O)C2CC=CCC2C(=O)O)cc1 (stereo not given)	-0.5	0	5	-0.1	-0.2	-0.3	-2	-0.3	-2	0.8	2
O=C(O)CCCC(=O)Nc1ccccc1SCCS(=O)(=O)c1ccc(Cl)cc1	-1.8	0	-5	-1.9	0.7	0.3	-5	-3.2	-4	-0.5	1
CC1=C(C(=O)N(C)C)CC(CC(=O)NCc2cccs2)C(=O)N1Cc1ccc(F)cc1 (stereo not given)	-0.7	-2	3	0.4	.	2.1	-7	5.4	5	.	0
CCc1noc(C)c1C(=O)N(CC(C)C)c1c(N)n(Cc2ccccc2)c(=O)[nH]c1=O	-0.9	-2	7	-0.1	0.5	2.0	-8	-1.4	5	0.7	3
Cc1cnc(C(=O)Nc2ccccc2C(=O)N2CCOCC2)cn1	-0.9	-3	-3	-0.5	-0.2	-0.6	-8	2.4	3	0.1	1
O=C(CSc1ncn[nH]1)CSc1ncn[nH]1	-1.3	-1	-4	1.4	1.9	1.1	-5	-0.8	4	0.0	1
COc1ccc(-c2cc(-c3nnc(COC(=O)c4ccc(O)cc4)o3)c3ccccc3n2)cc1OC	-1.4	-4	-2	-3.1	1.5	-1.6	-24	-5.9	-33	.	5
Cc1cc(-c2onc(C)c2C(=O)Nc2ccc(C(F)(F)F)cc2)no1	-1.4	-2	-3	3.4	2.0	0.7	4	-1.0	3	-0.2	1

Bioassay records: PubChem BioAssay, several laboratories

Rows are unselected. About 6.6% of those tested had a hit in this group.
